Growth percent in the NCI-60 one-dose screen (48 h, 10 µM unless noted): 100 = growth as untreated, 0 = no growth, -100 = all killed.
OVCAR-4 = OVCAR-4 ovarian cancer cells; AID 1794784; actives 3.7% (n = 80,000)
OVCAR-5 = OVCAR-5 ovarian cancer; actives 2.9% (n = 82,000)
DU-145 = DU-145 prostate cancer. actives 4.2% (n = 81,000). AID 1794760
OVCAR-8 = OVCAR-8 ovarian cancer; actives 4.4% (n = 81,000); AID 1794782
IGROV1 = IGROV1 ovarian cancer. actives 4.7% (n = 79,000). AID 1794786
OVCAR-3 = OVCAR-3 ovarian cancer; actives 7% (n = 79,000); AID 1794787
SK-OV-3 = SK-OV-3 ovarian cancer cells; actives 3.2% (n = 80,000); AID 1794785
PC-3 = PC-3 prostate cancer cells | actives 3.9% (n = 80,000)
Numbers without * were called inactive; . = no result given; & = joins results of further samples. How the source made its calls: active means growth percent below 10; inactive means the rest. Some of the compounds tested, so the mix of outcomes need not match the whole.

SMILES	OVCAR-4	OVCAR-5	DU-145	OVCAR-8	IGROV1	OVCAR-3	SK-OV-3	PC-3
ClCCN(CCCl)c1ccc(C=NCCc2c[nH]c3ccccc23)cc1	92.9	94.5	56.2	74.8	84.2	93.3	81.0	57.0
COc1ccc(C2CC(=O)Nc3nc(N)[se]c32)cc1 (configuration not stated)	84.1	97.2	110.1	96.3	87.7	106.9	87.3	88.4
CC(O)CCO (configuration not stated)	104.4	102.4	108.0	101.5	110.5	115.6	106.2	108.0
COc1ccc2c(c1)c(-c1nc(-c3c[nH]c4ncccc34)cs1)cn2CCN1CCOCC1	28.0	82.9	45.3	37.9	27.7	59.0	67.9	34.1
CNC(=O)Oc1ccc(C(C)=O)cc1	113.8	94.9	.	98.1	99.4	106.1	106.9	99.3
CCOC(=O)/C(C#N)=C/c1ccc(N(CCCl)CCCl)cc1	61.5	106.0	98.8	71.6	48.4	108.4	92.6	69.7
O=[N+]([O-])c1ccc(-c2ccccc2)c([As](=O)(O)O)c1	78.8	81.9	95.4	67.6	.	43.4	89.7	49.1
C/C=C\C(=O)O[C@@H]1CC2O[C@@H]3C=C(C)C(=O)C[C@]3(C)[C@]1(C)[C@]21CO1	-12.2*	-3.5*	-15.1*	0.3*	1.1*	-3.2*	-15.1*	-2.8*
CC1CC2(C)C(=CC1=O)CCC1C3CCC(C)(O)C3(C)CC(O)C12F (configuration not stated)	101.5	91.3	108.8	110.1	112.3	109.7	111.7	87.9
CC(=O)N(c1ccccc1)c1nc(-c2ccccc2)c[se]1	82.8	95.8	94.1	97.8	74.9	108.8	90.2	84.5
CCOc1c(Cl)cc(CNC(C)C(O)c2ccccc2)cc1OC (configuration not stated)	.	103.1	57.0	56.5	66.0	67.4	86.3	57.2
CCN(CC)C(=O)C(N)Cc1ccc(OC)c(N(CCCl)CCCl)c1 (configuration not stated)	109.6	110.7	110.0	84.4	80.6	127.3	101.5	86.6
CCNC1(c2cccs2)CCCCC1=O (configuration not stated)	103.9	99.1	108.9	100.5	104.3	105.6	110.3	98.5
O=C(CBr)c1ccc(Br)cc1	98.9	105.7	.	111.8	100.0	106.9	111.8	142.6
COc1cc(C2c3ccc(O)cc3Oc3nc(N)c(C#N)c(N)c32)cc(OC)c1OC (configuration not stated)	99.3	93.0	117.3	95.6	114.8	114.6	114.9	93.0
Cn1cccc1C1CC(=O)N(CCC[Se]C#N)C1=O (configuration not stated)	31.2	20.4	-76.0*	-51.5*	-44.1*	-45.5*	-15.7*	6.1*
COc1ccc(O)c(CNC(=O)CN2CCCC2=O)c1	102.9	95.1	107.5	106.0	103.9	102.6	111.7	92.1
CC[C@H](C)[C@H](NC(=O)[C@H]1CCCCN1C)C(=O)N(C)[C@H](C(=O)NC12CC(C(=O)N[C@@H](Cc3ccccc3)C[C@H](C)C(=O)OC)(C1)C2)C(C)C	90.8	98.4	105.4	96.8	105.1	100.8	104.2	100.2
COC1CC(CC2CCC(C)C(C(C)C(=O)O)O2)OC2(OC(C)(C3CCC(C)(C4OC(C5OC(O)(CO)C(C)CC5C)CC4C)O3)CC2C)C1C (configuration not stated)	.	14.0	17.5	.	.	9.3*	44.0	5.4*
O=c1c2ccccc2c2c3n1CCCNC3CCC2 (configuration not stated)	99.2	99.4	102.9	102.0	99.3	.	116.6	95.3
O=[N+]([O-])c1ccc(CBr)c(I)c1	104.5	108.6	104.4	97.2	108.8	108.2	100.1	96.7
CN1C[C@H](C(=O)N[C@]2(C)O[C@@]3(O)[C@@H]4CCCN4C(=O)[C@H](Cc4ccccc4)N3C2=O)[C@H]2C[C@]23c2cccc4[nH]cc(c24)C[C@@H]13	96.1	116.5	99.6	104.7	106.7	106.7	107.2	67.2
CN1C(=O)C(=Cc2cn(CCCCCCn3c4ccccc4c(=O)c4ccccc43)c3ccccc23)C(=O)N(C)C1=O	95.2	77.0	104.8	95.2	90.5	102.3	87.0	89.8
CCC(C)c1ccc(OCC(C)N(CCCl)Cc2ccccc2)cc1 (configuration not stated)	83.1	99.5	90.5	65.1	86.9	83.5	87.1	56.0
O=C1NC(=O)C(=C/C=C/c2ccccc2)C(=O)N1	26.8	37.0	.	-3.6*	7.6*	11.8	62.9	27.7
COc1ccc(N2C(=O)C3C4c5ccccc5C(C3C2=O)[n+]2ccccc24)cc1 (configuration not stated)	101.9	94.6	126.6	100.9	96.3	119.3	106.2	84.4
Cc1ccc2c(c1)Oc1ccccc1N=C2	91.7	98.2	120.9	105.0	117.0	113.4	111.0	105.6
CN(C)P(CCP(C)C)N(C)C	103.1	112.5	109.3	101.8	110.0	110.5	101.2	88.7
CCOC(=O)c1ccc(CCl)o1	125.8	110.6	106.0	101.6	92.8	106.6	96.5	93.8
C[C@]12CC(C=O)=CC[C@@H]1CC[C@@H]1[C@@H]2CC[C@]2(C)[C@@H](O)CC[C@@H]12	.	100.6	103.6	105.3	107.7	87.3	108.7	97.0
O=c1oc2ccccc2c2c1C(c1coc3ccccc3c1=O)c1c(c3ccccc3oc1=O)O2	100.5	88.4	97.7	98.8	.	98.6	99.4	78.7
COc1ccc(C/C(C)=C(\c2ccc(OCCN3CCOCC3)cc2)c2ccc(OC(=O)Cc3ccccc3)cc2)cc1	4.0*	3.2*	9.7*	-1.5*	1.9*	-93.4*	0.7*	-1.0*
CC(C)(C)N1CC1C#N (configuration not stated)	118.9	99.5	104.7	102.6	103.4	100.5	101.2	103.3
CC1([N+](=O)[O-])COP(=O)(NC2CCCC2)OC1 (configuration not stated)	105.8&96.8	100.0&105.6	107.3&141.1	100.8&99.4	106.6&118.7	120.8&110.0	108.4&99.6	103.8&95.3
CC(=O)O[C@@H]1CC[C@]2(C)[C@H]3CC[C@]4(C)[C@@H](OC(C)=O)CC[C@H]4[C@@H]3C[C@@H]3SC(c4cccc(C)c4)N[C@@]32C1 (some centres not stated)	97.5	102.0	102.2	87.0	102.5	108.3	98.1	98.1
C/C(CC(C)(C)N1CC1)=N\NC(=O)Nc1cccc2ccccc12	55.8	100.0	68.2	44.1	38.8	48.3	79.3	64.4
CC(C)[C@]12O[C@H]1[C@@H]1O[C@]13[C@]1(O[C@H]1C[C@H]1c4c(C(=O)c5ccccc5)oc(OC(=O)c5ccccc5)c4CC[C@@]13C)[C@@H]2O	21.3	15.2	0.8*	6.1*	-33.0*	-57.5*	27.3	-0.7*
CNC(=O)Oc1c(C)[nH]ccc1=O	96.4	93.1	112.5	96.8	118.3	107.4	123.5	89.0
CCC(O)(CN)c1ccccc1 (configuration not stated)	110.6	104.8	107.2	97.0	97.9	114.3	98.4	87.5
COc1ccc([As]=[As]c2ccc(OC)c(NCS(=O)(=O)O)c2)cc1NCS(=O)(=O)O (configuration not stated)	14.9	63.8	43.1	44.0	5.5*	9.0*	91.6	32.5

3 structures already listed, sorted by count of non-hydrogen atoms, ascending.
SMILES	OVCAR-4	OVCAR-5	DU-145	OVCAR-8	IGROV1	OVCAR-3	SK-OV-3	PC-3
CCC(O)(CN)c1ccccc1 (configuration not stated)	110.6	104.8	107.2	97.0	97.9	114.3	98.4	87.5
C/C(CC(C)(C)N1CC1)=N\NC(=O)Nc1cccc2ccccc12	55.8	100.0	68.2	44.1	38.8	48.3	79.3	64.4
O=c1oc2ccccc2c2c1C(c1coc3ccccc3c1=O)c1c(c3ccccc3oc1=O)O2	100.5	88.4	97.7	98.8	.	98.6	99.4	78.7

Continued.
SMILES	OVCAR-4	OVCAR-5	DU-145	OVCAR-8	IGROV1	OVCAR-3	SK-OV-3	PC-3
O=C(O)c1cccc(Cl)c1	107.9	103.9	121.7	109.4	105.0	128.4	101.7	95.9
CC1=C2[C@@H](CC1)[C@]1(C)O[C@@](C3CC3)(C[C@H]1O)[C@H]2OC(=O)/C=C/c1ccccc1	91.1	94.2	107.8	93.3	109.4	106.8	93.6	80.3
COc1cc2nc(Sc3nnc(N)s3)n(-c3ccc(Cl)cc3)c(=O)c2cc1OC	101.1	94.8	98.4	110.2	105.9	102.3	96.4	88.9
NC(=O)Nc1ncn[nH]1	106.0	99.7	116.5	107.3	106.6	113.9	103.2	95.9
CN(C)c1ccnc(CNCCSC2c3ccccc3C=Cc3ccccc32)c1	73.6	100.3	85.2	82.5	98.6	65.2	84.7	56.4
Brc1ccc2[nH]cc(/C=N/N3CCCCCC3)c2c1	83.4&83.3	80.4&101.0	101.9&120.2	96.6&101.0	86.7&106.7	98.0&95.6	115.7&109.0	83.8&93.7
O=C(O)C1CC12c1ccccc1-c1ccccc12 (configuration not stated)	104.1	103.6	106.3	98.0	104.2	102.8	100.0	91.2
N#Cc1ccc(NC(=O)c2cc(-c3ccc(F)cc3F)ccc2O)cc1C(F)(F)F	103.2	101.8	108.7	99.1	100.2	114.7	97.0	92.0
Cn1ncc(C(=O)O)c1NN=O	104.9	98.8	108.5	97.2	89.0	104.8	91.5	95.4
CCOc1ccc(C=C2C(=O)NC(=S)NC2=O)cc1OCC	108.8	101.5	114.2	99.0	114.9	109.1	109.6	92.2
N#Cc1ccccc1Cl	103.1	94.6	121.8	115.1	93.1	123.8	.	98.1
CCOC(=O)C(NC(=O)C(Cc1ccc(N(CCCl)CCCl)cc1)NC(C)=O)C(C)C (configuration not stated)	96.4	105.0	99.7	83.1	79.3	92.5	82.5	67.4
N#CC(C#N)=Cc1ccccc1[N+](=O)[O-]	103.6	108.3&101.2	107.9&106.1	108.7&105.2	104.7&102.7	112.0&110.1	98.1&100.6	89.8&94.4
CCN(CC)CC(O)c1ccccc1 (configuration not stated)	102.4	101.9	107.6	107.7	107.2	112.9	108.1	96.6
COc1cc(C=C2c3ccccc3C(=O)c3ccccc32)ccc1OCCCCOc1cc2c(cc1OC)C(=O)N1CCCC1C=N2 (configuration not stated)	-41.1*	-61.3*	-92.7*	-30.4*	-85.0*	-75.2*	-52.4*	-45.9*
COCP(=O)(OC)OC	114.1	119.7	101.3	96.6	109.1	108.7	112.6	100.4
C#CC1(O)CCCCC1	113.0	103.4	122.3	106.5	117.9	111.9	93.0	99.5
O=C(CF)N(O)c1ccc(/C=C/c2ccccc2)cc1	70.8	82.6	1.1*	39.9	40.8	23.9	65.6	62.3
C[CH2][Sn]([CH2]C)([CH2]C)[NH]S(=O)(=O)c1ccc(C)cc1	102.6	114.3	112.7	103.7	110.5	112.6	109.9	110.9
Clc1cccc(C2COOC3(CCCCCC3)OOC3(CCCCCC3)OOC2)c1	97.7	100.2	114.7	100.4	108.9	113.9	99.8	92.3
Fc1ccc(C2=CCNCC2)cc1	111.0	82.3	111.2	100.3	.	102.0	104.0	100.8
COc1ccccc1/C=C/[N+](=O)[O-]	.	85.6	48.2	63.3	53.0	49.9	113.0	64.1
CN(C)CCCN1C[C@@H]2[C@H](C1)[C@@H]1C=C[C@H]2C1	104.3	104.4	121.1	123.0	106.6	114.0	100.3	.
O=C(C(=O)N1CCCC1)c1cn(CCCCCCn2cc(C(=O)C(=O)N3CCCC3)c3ccccc32)c2ccccc12	112.9	107.9	107.5	115.6	128.1	102.6	101.0	91.9
O=C1NC(=O)C(=Cc2ccccn2)C(=O)N1	.	103.4	112.3	95.8	100.5	102.9	.	87.9
CC[C@H](C)[C@H](NC(=O)c1cnccn1)C(=O)N(C)[C@H](C[C@@H](OC(C)=O)c1nc(C(=O)N[C@@H](Cc2ccccc2)C[C@H](C)C(=O)OC)cs1)C(C)C	45.9	42.4	6.9*	15.2	32.0	-10.2*	20.6	21.7
COC(=O)C1C2c3ccccc3C(c3ccccc32)C1(C)C(=O)OC (configuration not stated)	99.6	101.6	114.5	102.5	105.2	114.6	100.0	95.6
O=C1CC[C@@]2(O)[C@H]3Cc4ccc(O)c5c4C2(CCN3CC2CC2)[C@H]1O5	108.3	108.8	115.6	109.1	100.9	111.2	108.5	98.1
CCCCCCCCCCCCCCCC[As](CCCCCCCCCCCCCCCC)SCC1OC(OC(C)=O)C(OC(C)=O)C(OC(C)=O)C1OC(C)=O (configuration not stated)	106.4	105.0	102.0	106.1	112.6	97.4	98.4	99.3
CCCCCN(CCCCC)CC(O)c1cc(C)ccc1Cl (configuration not stated)	77.1	74.9	93.4	94.1	62.6	84.1	86.3	75.7

Four records drawn at random from the list so far, as already listed:
SMILES	OVCAR-4	OVCAR-5	DU-145	OVCAR-8	IGROV1	OVCAR-3	SK-OV-3	PC-3
O=C(O)C1CC12c1ccccc1-c1ccccc12 (configuration not stated)	104.1	103.6	106.3	98.0	104.2	102.8	100.0	91.2
O=C1CC[C@@]2(O)[C@H]3Cc4ccc(O)c5c4C2(CCN3CC2CC2)[C@H]1O5	108.3	108.8	115.6	109.1	100.9	111.2	108.5	98.1
Fc1ccc(C2=CCNCC2)cc1	111.0	82.3	111.2	100.3	.	102.0	104.0	100.8
O=C1NC(=O)C(=Cc2ccccn2)C(=O)N1	.	103.4	112.3	95.8	100.5	102.9	.	87.9

Carrying on:
SMILES	OVCAR-4	OVCAR-5	DU-145	OVCAR-8	IGROV1	OVCAR-3	SK-OV-3	PC-3
NC1C[C@H]1c1ccccc1 (some centres not stated)	116.7	.	114.7	106.9	100.8	130.7	111.3	111.8
CCOC(=O)C(C)Br (configuration not stated)	114.9	116.3	104.7	103.0	108.8	104.0	99.6	98.5
O=C(Nc1cccc(S(=O)(=O)F)c1)Oc1ccc([N+](=O)[O-])cc1	105.2	99.4	115.8	96.2	120.9	110.7	104.2	78.6
CN[C@@]1(c2ccccc2Cl)CCCC[C@H]1NCc1ccccc1	102.4	90.8	109.7	103.7	88.0	93.2	91.8	91.2
